Source: PubChem BioAssay (National Center for Advancing Translational Sciences (NCATS))
PI4K2A block – PI4K2A (human) kinase inhibition; actives 0.13% (n = 420,000); activity change, negative = inhibition, % at 76.9 µM; purified PI4K2A, ADP-Glo luminescence, 1 h; active compounds read low; in the data active means activity change below about -50%; inconclusive means mostly about -30% to -49%;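 further: -100% = wells without enzyme as full effect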
Target sequence (Q9BTU6 whole entry, looked up): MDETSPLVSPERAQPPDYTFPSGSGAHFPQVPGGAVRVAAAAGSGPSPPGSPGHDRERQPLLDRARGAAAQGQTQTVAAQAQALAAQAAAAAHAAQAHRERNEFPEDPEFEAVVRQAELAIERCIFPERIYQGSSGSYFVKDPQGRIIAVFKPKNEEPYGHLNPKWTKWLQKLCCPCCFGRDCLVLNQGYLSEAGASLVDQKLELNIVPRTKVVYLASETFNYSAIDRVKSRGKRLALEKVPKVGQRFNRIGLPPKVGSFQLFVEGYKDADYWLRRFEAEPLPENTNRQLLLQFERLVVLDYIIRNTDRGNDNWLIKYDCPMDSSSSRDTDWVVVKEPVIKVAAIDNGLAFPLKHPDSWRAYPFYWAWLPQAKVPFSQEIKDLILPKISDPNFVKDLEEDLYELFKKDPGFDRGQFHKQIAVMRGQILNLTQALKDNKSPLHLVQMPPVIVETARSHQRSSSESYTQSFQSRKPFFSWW
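ADP-Glo luminescence measured ADP generated by PI4K2A enzyme (4 ug/mL before mixing) with 1.2 mM PI substrate (pre-mix) and 300 microM ATP (pre-mix). Tris pH7.5 buffer with MgCl2, Triton X-100; 1 h reaction at ambient temperature.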
D2 antag – D2 dopamine receptor (human) antagonism | HEK293 TREx D2 cells, calcium flux, dopamine EC80 | inhibition, % at 10 µM | actives 2% (n = 340,000) | AID 485344; in the data active means inhibition above about 30%; further: 0% is about no effect
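Dopamine at EC80 is the agonist stimulus; test compounds precede it by 180 s. Calcium flux read kinetically in a force-coupled, inducible HEK293 T-REx D2 cell line.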
D2 ag – agonists of human D2 dopamine receptor. HEK293 T-REx D2 cells, calcium flux agonist mode. P14416. activation, % at 2 µM. actives 0.53% (n = 340,000);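 active means activation over 3 SD above normal in the single-dose calcium agonist read, cut at about 30% in these data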; further: 0% is about no effect
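Tetracycline-induced HEK293 T-REx cells with force-coupled D2 receptor, plated overnight at 30 C, loaded with no-wash calcium dye. After a 10 s baseline, compound was pin-added and calcium flux read kinetically for 180 s; calcium rises flagged agonists.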
TRHR enhancer – allosterically enhances the human TRH receptor | enhancement, % at 2 µM | TRHR cells, fluo-8 calcium fluorescence, EC20 TRH enhancement | AID 493056 | actives 0.66% (n = 360,000) | P34981; in the data active means enhancement above about 30%; further: 0% is about no effect
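TRHR-expressing cells loaded with fluo-8 calcium dye were read kinetically (ex 480/em 530) during compound addition, then stimulated with an EC20 of TRH (10 nM final). Enhancement of the Gq-mediated intracellular calcium response was scored.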
TrxR1 inh – rat TrxR1 inhibition | O89049 | recombinant rTrxR1, NADPH fluorescence consumption, selenite substrate | Potency, µM (highest dose often 114 µM), for inactives: at the top dose activity change, negative = inhibition, hits mostly inhibitors | actives 1% (n = 390,000) | AID 588453; further: potency means the concentration at half of the fitted maximal effect; on the % scale 0 is the no-effect control and ±100 the full control effect; nearly all actives have a fitted effect of over 65% in size
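Rat TrxR1 (90 nM in the dispensed reagent) was pre-reduced with 400 uM NADPH for 5 min at room temperature, then incubated with compound for 15 min. After 400 uM selenite was added, NADPH fluorescence (Ex 340/Em 450 nm) was followed for 8 min.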
TRHR agonist – TRH receptor (human) agonism; P34981; TRHR cells, calcium flux fluo-8, FDSS agonist mode; actives 0.18% (n = 360,000); activation, % at 2 µM; in the data active means activation above about 30%; further: 0% is about no effect
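In this calcium-flux screen, cells bearing human TRHR are dye-loaded with fluo-8, baselined for 10 cycles, then exposed to library compounds; positive kinetic calcium responses during the agonist phase mark hits, with TRH as control.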
USP1 inh – inhibitors of human USP1/UAF1 deubiquitinase. O94782. recombinant USP1/UAF1, Ub-Rhodamine cleavage fluorescence. Potency, µM (titrated, usually from 57.1 µM), without a hit: at the highest dose activity change, negative = inhibition, hits mostly inhibitors. actives 0.23% (n = 390,000). AID 743255; further: potency means the concentration at half of the fitted maximal effect; on the % scale 0 is the no-effect control and ±100 the full control effect; nearly all actives have a fitted effect of over 60% in size; inactives centre near -12
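USP1/UAF1 complex at 1 nM was preincubated with compound for 15 min at room temperature, then Ub-Rho substrate (150nM final) was added. Fluorescence (480/540 nm) was read kinetically, 6 reads every 60 seconds.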
TrxR1 substrate – substrates of rat thioredoxin reductase 1 | O89049 | purified TrxR1 substrate turnover, NADPH consumption readout | Potency, µM (highest dose often 114 µM), without a hit: at the highest dose activity change, negative = substrate turnover | actives 0.01% (n = 390,000) | AID 588456; further: potency means the concentration at half of the fitted maximal effect; on the % scale 0 is the no-effect control and ±100 the full control effect; nearly all actives have a fitted effect of over 50% in size
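Rat TrxR1, dispensed at 90 nM, was prereduced with 400 uM NADPH (final) for 5 min at ~22 deg C, then incubated with compound 15 min before 400 uM selenite. A first-read NADPH fluorescence drop versus no-compound background flagged substrates.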
IDH1 R132H inh – human IDH1 R132H inhibition. O75874. IDH1-R132H enzyme, NADPH consumption, diaphorase/resazurin fluorescence. Potency, µM (doses to about 76.6 µM), without a hit: at the highest dose activity change, negative = inhibition, usual class: inhibitors. actives 0.093% (n = 390,000). AID 602179; further: potency means the concentration at half of the fitted maximal effect; on the % scale 0 is the no-effect control and ±100 the full control effect; nearly all actives have a fitted effect of over 65% in size
Target sequence (O75874 whole entry R132H, stated change not applied): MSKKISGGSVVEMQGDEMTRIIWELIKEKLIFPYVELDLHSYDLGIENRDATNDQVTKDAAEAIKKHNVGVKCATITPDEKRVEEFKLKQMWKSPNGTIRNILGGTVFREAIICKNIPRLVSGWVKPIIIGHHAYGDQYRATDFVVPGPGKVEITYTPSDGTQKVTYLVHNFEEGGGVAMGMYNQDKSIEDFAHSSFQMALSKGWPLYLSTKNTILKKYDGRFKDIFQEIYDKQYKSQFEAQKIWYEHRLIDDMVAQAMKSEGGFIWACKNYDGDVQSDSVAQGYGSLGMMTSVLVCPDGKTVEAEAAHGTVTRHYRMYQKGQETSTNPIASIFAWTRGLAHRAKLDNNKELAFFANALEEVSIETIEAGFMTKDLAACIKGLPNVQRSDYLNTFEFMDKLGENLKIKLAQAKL
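IDH1-R132H (0.5 ug/mL dispensed) in pH 7.5 Tris buffer was preincubated 30 min with compound, then given a substrate mix of 0.016 mM NADPH and 2 mM alpha-KG for 80 min at room temperature; remaining NADPH was read by diaphorase/resazurin fluorescence.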
Numbers without * were called inactive; ? = inconclusive; . = no result given; & = joins results of further samples; [ ] = dose if it differs, or a comment. Unless noted, the call rests on the fitted dose curve; in most records, active means well fitted inhibition curve with a large enough effect; inconclusive means small, poorly fitted or top-dose-only effect; inactive means no such curve, though single readings can be large or run the other way.

#	Structure	PI4K2A block	D2 antag	D2 ag	TRHR enhancer	TrxR1 inh	TRHR agonist	USP1 inh	TrxR1 substrate	IDH1 R132H inh
1	COc1cccc(NC(=O)c2ccc(NCCCN3CCC(C)CC3)c([N+](=O)[O-])c2)c1	-6	12	2.5	4	10%	0.0	-27%	-4%	1%
2	Cc1nn2c(N3CCOCC3)cc(C(C)(C)C)nc2c1-c1ccccc1	5	6	1.9	1	21%	0.9	-8%	6%	0%
3	COc1ccc(-c2cc3nc(C)n(N)c(=O)c3s2)cc1	-87*	-17	0.3	1	4%	-0.5	-6%	86%[activator]	10%
4	O=C(N/C(=C/c1ccco1)C(=O)N1CCCC1)c1cccs1	0	-18	0.6	12	-22%[57.1 µM]	-0.2	-16%	7%[57.1 µM]	-6%
5	CC(=O)NC(Cc1ccc(F)c(F)c1)C(=O)NC1CCN(C(=O)c2ccc(C)cc2)CC1 (centres undefined)	6	-2	0.3	-5	-2%[57.1 µM]	-0.1	-7%	-2%[57.1 µM]	13%
6	CC(OC(=O)c1ccc(CN2CCCC2=O)cc1)C(=O)Nc1ccc(Cl)cc1 (centres undefined)	1	-7	0.0	10	7%	-1.1	-3%	-7%	1%
7	Cc1c(NC(=S)NC(=O)COc2ccccc2)c(=O)n(-c2ccccc2)n1C	5	10	0.3	5	-12%	1.5	-3%	-11%	-3%
8	COc1ccc(Cl)cc1S(=O)(=O)NC1CC(C)(C)NC(C)(C)C1	-13	.	.	-4	14%[57.1 µM]	0.9	-5%	-19%[57.1 µM]	7%
9	COc1ccccc1CCc1nnc(CCC(=O)NC(C)Cc2cccs2)o1 (centres undefined)	3	-1	0.4	-5	17%[57.1 µM]	-0.9	-16%	3%[57.1 µM]	1%
10	Cc1nn(-c2ccccc2)c(C)c1C(=O)Nc1nnc(-c2ccco2)o1	-3	7	0.1	-2	24%	0.2	-14%	-1%	1%
11	Cc1cc(C)n2nc(S(=O)(=O)N(C)Cc3ccccc3)nc2n1	0	-8	0.0	-1	10%	0.3	-19%	1%	1%
12	COCCN(C(=O)c1cccc(N2C(=O)CCC2=O)c1)c1nc(-c2ccc([N+](=O)[O-])cc2)cs1	3	-14	-0.2	-5	-11%	0.1	-7%	-15%	8%
13	CCOC(=O)N1CCN(C(=O)CCNS(=O)(=O)c2ccccc2)CC1	2	5	1.0	17	-8%	1.0	-16%	-4%	6%
14	CC(=O)Nc1ccc(S(=O)(=O)NCc2ccc(C)n2C)cc1	-4	-11	-0.1	9	-64%	-0.5	-24%	10%[57.1 µM]	4%
15	CN1CCN(S(=O)(=O)c2ccc(NCc3ccc4c(c3)OCO4)nc2)CC1	4	8	-0.5	-1	11%	0.0	-19%	3%	-4%
16	O=C(NCC12CC3CC(CC(C3)C1)C2)c1cc2nc(-c3ccc(Cl)cc3)cc(C(F)(F)F)n2n1	0	.	-0.5	2	12%[11.4 µM]	1.3	-9%	13%[11.4 µM]	5%
17	CCOC(=O)C1CCCN(S(=O)(=O)c2ccc(S(=O)(=O)N(CC)CC)cc2)C1 (centres undefined)	-3	14	0.0	-9	7%	0.1	-6%	-6%	-11%
18	Cc1cc(=O)oc2c(C)c(OC(C)C(=O)Nc3ccc(N4CCC(C)CC4)cc3)ccc12 (centres undefined)	0	-13	0.8	0	29%[57.1 µM]	0.6	-10%	-9%[57.1 µM]	-8%
19	COC(=O)c1ccc(Oc2c(C)oc3cc(OCc4cnn(-c5ccccc5)c4)ccc3c2=O)cc1	-8	-5	0.3	-2	12%[57.1 µM]	1.8	0%	5%[57.1 µM]	2%
20	Cc1ccc(-c2csc3ncnc(N4CCN(C(=O)c5ccco5)CC4)c23)cc1	-6	-18	-0.4	4	-19%	-0.1	-21%	7%	-21%
21	CCOc1ccc(C2c3cc(OC)c(OC)cc3CC(=O)N2c2ccc(OC)cc2)cc1 (centres undefined)	-2	-5	0.4	5	3%	-0.5	-12%	1%	13%
22	CCN(CC)c1ccc(C(=O)NNC(=O)C2CSC3(C)CCC(=O)N23)cc1 (centres undefined)	-2	-15	0.2	-2	-9%	0.7	-4%	-10%	-1%
23	Cc1cccc(C)c1N1C(=O)CC(N2CCSCC2)C1=O (centres undefined)	-2	.	.	10	11%[57.1 µM]	1.9	3%	2%[57.1 µM]	2%
24	O=c1c2cn[nH]c2[nH]c(=S)n1-c1ccccc1	1	-10	0.5	-1	?	0.3	-21%	-5%	0%

Full records as entered above:
Cc1cccc(C)c1N1C(=O)CC(N2CCSCC2)C1=O (centres undefined) is entered as PI4K2A block = -2; D2 antag = .; D2 ag = .; TRHR enhancer = 10; TrxR1 inh = 11%[57.1 µM]; TRHR agonist = 1.9; USP1 inh = 3%; TrxR1 substrate = 2%[57.1 µM]; IDH1 R132H inh = 2%
CC(=O)NC(Cc1ccc(F)c(F)c1)C(=O)NC1CCN(C(=O)c2ccc(C)cc2)CC1 (centres undefined) is entered as PI4K2A block = 6; D2 antag = -2; D2 ag = 0.3; TRHR enhancer = -5; TrxR1 inh = -2%[57.1 µM]; TRHR agonist = -0.1; USP1 inh = -7%; TrxR1 substrate = -2%[57.1 µM]; IDH1 R132H inh = 13%

(continued)
#	Structure	PI4K2A block	D2 antag	D2 ag	TRHR enhancer	TrxR1 inh	TRHR agonist	USP1 inh	TrxR1 substrate	IDH1 R132H inh
25	Cc1nn(Cc2ccc(Cl)cc2)c(=O)n1N(C)c1ncc(C(F)(F)F)cc1Cl	2	-14	1.7	-5	7%	2.1	-20%	-5%	7%
26	Cc1ccccc1NC(=O)c1cc(S(=O)(=O)N2CCOCC2)cn1C	-9	6	-0.3	-5	21%[57.1 µM]	0.3	-21%	9%[57.1 µM]	-3%
27	COc1ccccc1OCCC(=O)OCC(=O)NCc1ccc(F)cc1	-5	.	.	.	9%	.	-19%	-2%	-3%
28	CC1CN(C(=O)N2CCC(C(=O)NC3CCCCCC3)CC2)c2ccccc2O1 (centres undefined)	-4	.	0.0	0	7%	-0.2	4%	-4%	-6%
29	COc1ccc(CN2CCC(CNC(=O)NC3CCCCC3)CC2)cc1	-6	-6	0.1	-9	8%	0.4	-14%	4%	4%
30	Cc1cccn2c(CN[C@H]3CCCCNC3=O)c(C(=O)N3CCOCC3)nc12	7	13	0.3	18	13%	1.1	-18%	12%	0%
31	OCCNCc1ccc(OC2CCCC2)cc1	6	-32	-0.5	7	18%	0.2	-8%	10%	0%
32	Cc1ccnc(OC(C(=O)O)C(OCc2ccccc2)(c2ccc(F)cc2)c2ccc(F)cc2)n1 (centres undefined)	3	-14	0.3	7	14%[57.1 µM]	0.1	2%	9%[57.1 µM]	0%
33	O=C(NCc1ccccc1F)C1CCCN1C(=O)Nc1ccc(Cl)cc1 (centres undefined)	4	5	-1.4	-15	7%	-0.1	-17%	-3%	5%
34	S=C(NCc1cccnc1)Nc1ccc2c(c1)OCO2	-6	1	-0.5	4	-31%	-0.3	-24%	-3%	-11%
35	Cc1cc(C)cc(-n2ccn(Cc3ccccc3C)c(=O)c2=O)c1	2	.	-0.8	8	21%[11.4 µM]	-0.2	-10%	7%	-8%
36	CC(C)C(NC(=O)c1cccs1)c1nnc(SCC(=O)Nc2nccs2)n1C (centres undefined)	3	2	0.4	-6	20%	-0.1	-18%	7%	10%
37	Cc1ccc(S(=O)(=O)NC2(C(F)(F)F)NC(=O)N(CCc3ccccc3)C2=O)cc1 (centres undefined)	-4&-4	5	0.8&-0.6	-1&7	19%&17%	-0.6&-0.5	?	5%[57.1 µM]	2%&0%
38	Brc1ccc(NCc2nnc3n2CCCCC3)cc1	-3	23	0.2	-3	20%	0.0	3%	-4%	-1%
39	COc1ccc(-c2ccc(C(C)=O)cc2)cc1[C@H]1[C@@H]2C=CCC[C@@]2(C)C(=O)N1Cc1ccccc1	2	1	-0.4	-2	2%	-0.6	-17%	12%	-15%
40	O=C(Nc1ccc2c(c1)ncn2C1CCCCC1)c1ccco1	4	-7	-0.6	-3	0%[57.1 µM]	1.1	-2%	-7%	0%
41	CC1=C(C(=O)Nc2ccc(C(=O)N3CCN(c4cccc(Cl)c4)CC3)cc2)SCCO1	-3	3	0.3	1	13%	-0.1	-22%	-3%	-1%
42	NC(=O)COc1ccc(Nc2nnc(-c3ccc(O)cc3)c3ccccc23)cc1	-2	8	-0.4	2	8%	0.2	-16%	-2%	-14%
43	Cc1ccc(F)cc1NC(=O)Cc1ncc(C(F)(F)F)cc1Cl	2	-14	-0.8	-1	18%	0.1	1%	1%	2%
44	COc1ccc(Nc2nccc(OC)c2C#N)cc1	0	-22	-0.2	11	-15%	1.1	-2%	-2%	-1%
45	O=C(c1ccncc1)N1CCN(S(=O)(=O)c2ccccc2F)CC1	-5	.	.	.	14%[57.1 µM]	.	-18%	7%	0%
46	CCOC(=O)c1c(N=CN(C)C)c2cc([N+](=O)[O-])cnc2n1C	5	-16	-0.7	-6	2%	-0.2	2%	-6%	-8%
47	COCCCN(C(=S)NC(=O)C(C)(C)C)c1c(N)n(Cc2ccccc2)c(=O)[nH]c1=O	-3	-8	0.1	0	6%	0.1	-20%	4%	0%
48	O=C(O)c1ccc(S(=O)(=O)Cc2ccccc2)cc1	-2	.	.	1	39%[activator]	0.3	-4%	1%	1%

No enrichment for hits; about 3.9% have a hit in one of these screens.
